# HIF-2a inh – HIF-2a reporter inhibitors, primary screen, luminescence, 786-0 RCC cells. 360,000 compounds, 0.72% hits. 786-0 RCC cells HIF-2a reporter, luciferase luminescence, overnight. inhibition, % at 18.8 µM. AID 624352, 2012;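 active means inhibition of the luminescence signal of 40% or more relative to plate controls, in a single-dose primary screen at 18.75 µM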
# Shn3 3UTR inh – reduction of Shn3 3'UTR firefly luciferase signal, primary screen, Schnurri-3 inhibitor project, cell-based, Clone20 osteoblasts, set 2; 360,000 compounds, 0.52% hits; inhibition, % at 12.5 µM; Clone20 osteoblast Shn3 3'UTR firefly luciferase, 24 h; AID 588674, 2011;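 active means mean inhibition of at least 75% with every replicate also reaching 75%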;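 further: 0% = median of neutral control wells and 100% = pilot-screen positive control compound; some compounds past the cut are filed as inactive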
# TRPM1 prom inh – inhibitors of MITF-dependent TRPM1 promoter reporter, primary screen, cell-based, SK-MEL-5, single point, luciferase | 330,000 compounds, 0.83% hits | AID 488899, 2010 | inhibition, % at 12.5 µM | SK-MEL-5 TRPM1 promoter luciferase, 24 h;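 active means mean inhibition across replicates of 60% or more, whatever share of single replicates reaches that level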; further: values of inactives mirror those of a sister screen read the other way
# iPSC survival up – enhancers of single-cell hiPSC survival, primary screen, ATPlite luminescence. AID 602274, 2012. 360,000 compounds, 0.044% hits. 100% = ROCK inhibitor wells, 0% = DMSO. survival enhancement, % at 20 µM; in the data active means survival enhancement above about 18%;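 further: cells exposed to compounds for 16 hours before the ATP read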
# NR2E3 ag-1 – NR2E3 agonists in two-hybrid cells, primary screen, cell-based, luminescence, CHO-S, Gal4-NCOR/VP16-NR2E3; Photoreceptor-specific nuclear receptor (Homo sapiens), Q9Y5X4; luciferase; inhibition of corepressor binding, % at 3.98 µM; 360,000 compounds, 0.35% hits; AID 602229, 2012;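 active means inhibition above the mean of all tested compounds plus 3 SD, cut at about 70% in these data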;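 further: 0% = DMSO with NR2E3 transfected cells and 100% = cells lacking NR2E3 construct; higher means lower luciferase signal from less NR2E3 corepressor binding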
# Target sequence (Q9Y5X4 whole entry, looked up, the tested form may be a part): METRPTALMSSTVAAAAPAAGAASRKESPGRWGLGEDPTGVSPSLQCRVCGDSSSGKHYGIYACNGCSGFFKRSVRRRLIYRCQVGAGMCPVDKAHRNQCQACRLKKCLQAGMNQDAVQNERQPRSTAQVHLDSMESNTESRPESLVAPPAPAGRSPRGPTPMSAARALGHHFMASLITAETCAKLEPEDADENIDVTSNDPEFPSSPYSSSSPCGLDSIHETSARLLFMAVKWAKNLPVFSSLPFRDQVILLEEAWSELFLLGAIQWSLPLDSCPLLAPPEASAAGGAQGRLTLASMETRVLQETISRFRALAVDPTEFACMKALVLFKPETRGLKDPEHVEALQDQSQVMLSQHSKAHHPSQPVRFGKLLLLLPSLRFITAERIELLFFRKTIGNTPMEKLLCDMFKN
# CaV13 FRET inh – Primary screen for inhibitors of IQ motif and Ca2+-dependent inactivation inhibitor domain binding in CACNA1D, Förster resonance energy transfer in living cells, …. HEK cells, CFP/YFP FRET ICDI-IQ, plate reader, 10 min; percent FRET-ratio fall versus neutral wells. inhibition, % at 12.3 µM. 340,000 compounds, 0.098% hits;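 active means mean replicate inhibition of at least 30% and at least 1% of replicates passing that level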;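 further: 0% = median of the neutral control wells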
# HTR2A ag – mouse Htr2a agonists via beta-arrestin recruitment, primary screen, cell-based, luminescence | activation, % at 7.6 µM | CHO-K1 mHTR2A beta-arrestin complementation; percent of 30 µM serotonin response | 5-hydroxytryptamine receptor 2A (Mus musculus), P35363 | 360,000 compounds, 0.66% hits;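 active means activation above a run cutoff, the mean activation of all tested compounds plus 3 SD, cut at about 14% in these data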;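 further: 0% = plate median of compound wells and 100% = 30 µM serotonin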
# Cardio protect – cardioprotection against H2O2-induced cell death, primary screen, uHTS, H9c2 cells, ATPLite luminescence; H9c2 cardiomyocytes, H2O2 injury protection, 2 h; protection from H2O2 cell death, % at 20 µM; 360,000 compounds, 0.63% hits;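 active means compounds giving at least 50% protection of heart cells from peroxide-induced death in the single-dose screen, raw or plate-pattern-corrected value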;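 further: 0% = DMSO wells with peroxide and 100% = DMSO wells without peroxide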
# PDI inh – inhibitors of human PDI, primary screen, biochemical, turbidity, single point, plate reader | Protein disulfide-isomerase (Homo sapiens), P07237 | PDI insulin aggregation turbidity, A650, 90 min | inhibition, % at 10 µM | 350,000 compounds, 0.052% hits;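 active means mean inhibition across replicates of 30% or more, whatever share of single replicates reach that level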;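 further: absorbance from insulin aggregation driven by PDI reduction with DTT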
# Target sequence (P07237 whole entry, looked up): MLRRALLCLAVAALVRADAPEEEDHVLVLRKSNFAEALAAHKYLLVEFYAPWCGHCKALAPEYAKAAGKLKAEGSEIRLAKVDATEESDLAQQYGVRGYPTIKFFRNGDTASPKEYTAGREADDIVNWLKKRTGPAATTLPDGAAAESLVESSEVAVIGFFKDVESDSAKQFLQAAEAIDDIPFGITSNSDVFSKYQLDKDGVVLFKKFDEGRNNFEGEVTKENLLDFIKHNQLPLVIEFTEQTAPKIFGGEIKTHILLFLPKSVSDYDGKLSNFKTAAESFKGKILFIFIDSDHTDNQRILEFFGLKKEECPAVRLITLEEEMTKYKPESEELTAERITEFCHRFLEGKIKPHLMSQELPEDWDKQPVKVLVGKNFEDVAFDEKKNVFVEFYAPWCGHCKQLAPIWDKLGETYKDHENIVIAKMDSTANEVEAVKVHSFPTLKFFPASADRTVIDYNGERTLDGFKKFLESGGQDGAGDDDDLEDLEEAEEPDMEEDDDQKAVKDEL
# NR2E3 ag-2 – inhibitors of NR2E3-RetCOR corepressor binding, primary screen, NR2E3 agonist project, biochemical, TR-FRET, GST-NR2E3, biotin-RetCOR | Photoreceptor-specific nuclear receptor (Homo sapiens), Q9Y5X4 | 1536-well | inhibition of corepressor binding, % at 4.78 µM | 320,000 compounds, 0.12% hits | AID 2300, 2010;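 active means percent inhibition above the cutoff of mean plus 3 SD of all tested compounds, set per screening campaign, cut at about 20% in these data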;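 further: 0% = DMSO wells and 100% = biotin wells as full block of FRET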
#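 Material – GST-tagged NR2E3 plus biotinylated RetCOR corepressor · Quantity – NR2E3 fusion 1.35 nM · Times – 5 h incubation at 4 °C · Medium – pH 7.5 Tris-based buffer · Technique – TR-FRET, Eu(K)-anti-GST donor, streptavidin-D2 acceptor, ex 340, em 617/671 nm · Benchmarks – high control biotin, low control 0.6% DMSO · Format – 1536-well plates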
# Peg3 prom inh – Peg3 promoter-driven luciferase inhibitors, primary screen, cell-based, HeLa, luciferase luminescence | HeLa PEG-Prom luciferase reporter, overnight | inhibition, % at 20 µM | AID 588405, 2011 | 360,000 compounds, 1.7% hits;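 active means inhibition of at least 50% at 20 µM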
# * marks the source's active call; other numbers are inactive results; / = no result given; & = joins results of further samples.
Structure	HIF-2a inh	Shn3 3UTR inh	TRPM1 prom inh	iPSC survival up	NR2E3 ag-1	CaV13 FRET inh	HTR2A ag	Cardio protect	PDI inh	NR2E3 ag-2	Peg3 prom inh
COc1c(O)cc2c(c1O)[C@@H]1O[C@H](CO)[C@@H](O)[C@H](O)[C@H]1OC2=O	10.8	0.5	-0.3	0.1	-5.8	-23.0	-7.2	6.4	-11.2	0.6	10.3
CCOC(=O)Nc1ccc(NCc2ccc(F)cc2)nc1N	13.8	-2.8	15.0	-3.7	-12.4	-6.0	-1.8	-23.8	-0.7	3.8	4.1
CCN(CC)CCOC(=O)C(c1ccccc1)c1ccccc1	-4.9	-17.7	1.6	0.4	-5.5	-4.7	-0.3	0.9	-2.3	3.6	-0.4
CCN(CC)S(=O)(=O)c1ccc(C(=O)O)cc1	-0.4	-4.5	9.8	1.0	25.3	-2.6	5.1	1.8	-6.4	4.1	-2.6
C/C=C(/C)C(=O)O[C@@H]1c2cc3c(c4c2[C@@]2(CO4)C(=O)C(OC)=C(OC)C=C2C[C@@H](C)[C@H]1C)OCO3	0.4	-16.2	3.8	0.8	-25.9	-4.9	2.4	0.1	5.5	-0.7	-5.3
COc1ccc(Sc2ccc(NC(=O)c3ccccc3Cl)cc2C#N)cc1	-2.0	2.8	5.6	0.1	-24.5	-1.6	-8.2	-18.3	-10.5	-0.8	23.3
CC(C)(C(=O)c1cccnc1)c1cccnc1	3.0	4.0	-12.7	-0.2	-12.3	-4.3	0.8	8.4	5.4	3.5	-6.5
COc1ccccc1OC(=O)Oc1ccccc1OC	-4.2	-11.1	-1.5	3.5	-11.1	-4.8	-2.5	2.6	-17.7	/	-2.7
O=C1CCc2cc(OCCCCc3nnnn3C3CCCCC3)ccc2N1	-3.7	31.2	12.2	1.5	-11.2	-4.9	3.3	-15.7	-1.0	2.4	15.4
CCCc1cc(C(N)=S)ccn1	10.6	-19.6&-14.5	2.6	1.2	5.8	-4.5	-2.4	1.6	-7.9	-3.7	4.3
CC1(C)Oc2ccc(C#N)cc2[C@@H](N2CCCC2=O)[C@@H]1O	6.0	-11.7	0.8	6.0	-2.8	-4.8	7.7	1.8	-3.8	1.8	-2.4
CCOC(=O)Nc1ccc2c(c1)N(C(=O)CCN1CCOCC1)c1ccccc1S2	16.6&6.9	3.1&11.8	-0.9&6.1	-0.4&2.0	11.0&9.6	-2.9&-4.7	-1.0&-5.6	-3.5&1.3	0.9&-0.8	-1.3	11.2&5.4
CN=C(N)NC(=O)Nc1c(C)cccc1C	20.4	-4.9	-8.7	0.8	-10.6	-4.5	7.0	7.8	2.4	-1.9	12.5
C#C[C@]1(O)CC[C@H]2[C@@H]3CCC4=CC(=O)CC[C@@H]4[C@H]3CC[C@@]21CC	13.4&11.5	8.6&11.3	11.9&5.6	1.4&2.9	-6.5&7.3	-4.5&-4.5	-1.4&-2.9	-2.5&13.7	0.0&0.1	5.5&1.6	3.0&17.9
COc1cc2c(c(OC)c1OC)-c1c(cc(OC)c(OC)c1OC)C[C@H](C)[C@H](C)C2	21.4	-10.4	8.9	-2.1	-5.5	-6.3	1.7	11.1	6.8	-1.6	4.4
CC1CCc2c(N3CCC(O)CC3)c(F)cc3c(=O)c(C(=O)O)cn1c23 (centres undefined)	2.1	-18.8	8.8	3.4	-75.8	-5.7	-1.0	13.5	0.5	-0.9	1.0
COc1cc(C)nc(-n2nc(C)cc2OC)n1	0.0	-24.4	1.2	3.8	-22.1	-5.6	1.5	-0.5	-0.9	1.0	7.8
Nc1ncnc(Nc2ccccc2)n1	-25.3	-4.5	-5.9	0.2	-46.9	-5.8	0.7	-6.5	-0.8	2.3	-2.3
C[C@H]1c2cccc(O)c2C(O)=C2C(=O)[C@]3(O)C(O)=C(C(N)=O)C(=O)[C@@H](N(C)C)[C@@H]3[C@@H](O)[C@@H]21	-22.5	13.5	4.8	-1.2	-36.9	/	0.5	3.7	10.5	3.0	-1.8
O=C(c1ccccc1)c1ccc2n1CCC2C(=O)O (centres undefined)	-5.5	-37.3	-2.4	-2.3	-32.3	-5.4	5.0	-0.3	-6.3	2.2	-26.4
CCC(Cc1c(I)cc(I)c(N)c1I)C(=O)O (centres undefined)	7.0	-12.2	8.4	1.4	35.4	-4.7	-1.5	-2.6	-0.6	4.4	-3.6
COc1cc(C(=O)NCCCCCC(=O)O)cc(OC)c1OC	6.5	0.8&10.2	3.6	-1.0	0.5	-4.4	0.2	-3.2	-11.3	-1.4	12.1
Cc1ccsc1/C=C/C1=NCCCN1C	0.4&7.4&-3.3	-9.2&0.9&9.7	7.4&8.0&-1.9	2.5&1.6&-0.7	-23.0&2.6&-20.6	-4.8&-5.1&-4.3	5.9&-1.0&-2.0	3.6&2.6&3.7	-22.5&-6.1&-2.5	-3.7	9.7&5.9&1.4
Oc1cc2c(cc1O)C1c3ccc(O)c(O)c3OCC1(O)C2 (centres undefined)	15.6	1.9	5.3	-3.0	-37.9	/	5.6	2.3	/	1.3	13.3
CC[C@]12CCCN3CCc4c(n(c5ccccc45)[C@@](O)(C(=O)OC)C1)[C@@H]32	2.7	4.5	-1.1	2.1	-17.8	/	10.3	-1.8	/	0.2	-17.4
C[C@]12CC[C@H]3C(=CCc4cc(O)ccc43)[C@@H]1CCC2=O	-177.7	-67.2	-31.2	0.0	-23.9	-4.6	-4.5	11.7	33.3*	4.9	-135.3
O=c1c(O[C@@H]2O[C@H](CO)C(O)C2O)c(-c2ccc(O)c(O)c2)oc2cc(O)cc(O)c12 (some centres undefined)	7.5	-9.9	-9.2	2.5	-45.3	/	-2.7	9.7	41.1*	/	12.3
CCCCOC(=O)c1ccc(N)cc1	-147.5	-20.7	-40.0	0.5	-63.5	-5.0	-5.4	-6.4	-0.5	-0.7	-94.1
CC(=O)N(CC(O)CO)c1c(I)c(C(=O)NCC(O)CO)c(I)c(C(=O)NCC(O)CO)c1I (centres undefined)	-18.0	-1.8	-3.1	5.5	-11.8	-3.8	11.4	11.4	-3.1	5.4	6.5
CN(C)CCC[C@@]1(c2ccc(F)cc2)OCc2cc(C#N)ccc21	0.4	1.3	-3.9	-1.3	16.4	-4.3	-9.0	-1.4	-2.9	5.3	-5.3
O=C1c2ccccc2C(=O)c2c(O)c(O)cc(O)c21	4.9	-4.8	7.6	-1.0	-19.4	-5.2	-2.6	-9.6	-4.0	/	-1.7
CC(=O)OCC(=O)C1(O)CCC2C3CCC4=CC(=O)C=CC4(C)C3(F)C(O)CC21C (centres undefined)	17.3	-15.9	-10.5	0.2	21.8	-5.5	-2.6	-2.8	9.8	/	-11.6
CCOc1ccc(NC(=S)N2CCC(C(O)(c3ccccc3)c3ccccc3)CC2)cc1	13.2	-6.0	3.4	-0.5	17.2	-2.0	-3.1	-1.2	7.3	1.0	8.9
O=C(O)CCCCCCCC(=O)O	-0.3	18.7	-4.8	3.2	-36.7	-4.5	-2.6	3.9	-3.9	0.3	0.9
O=C(NCCN1CCOCC1)c1ccc(Cl)cc1	-9.5	4.0	0.3	-0.2	7.8	-5.5	9.8	-4.4	1.0	3.0	-8.9
CN1CCN(CCCN2c3ccccc3Sc3ccc(S(=O)(=O)N(C)C)cc32)CC1	-5.6	-2.0	-2.7	-2.0	3.8	-4.7	-4.8	-20.3	3.5	-1.7	19.4
CN1CCC(=C2c3ccccc3CC(=O)c3sccc32)CC1	0.7&2.6&-3.7	2.1&-11.2&20.8	-3.3&-5.8&-27.8	0.9&1.3&-1.1	0.9&-19.2&-20.9	-6.0&-4.7&-5.1	-13.8&-12.5&-7.2	26.3&29.0&19.2	-4.1&-5.0&1.9	-1.7&1.8	-20.9&-9.7&-19.5
CN1CCN(c2c(F)cc3c(=O)c(C(=O)O)cn4c3c2SCC4)CC1	9.3	/	7.1	2.9	-12.7	-2.8	0.6	-2.5	-0.7	0.7&2.4	1.4
Cc1oncc1C(=O)Nc1ccc(C(F)(F)F)cc1	-181.1	-118.7	-33.3	-1.1	-160.1	-5.4	2.5	-16.2	-4.2	3.0	-169.3
C[C@H]1c2cccc(O)c2C(O)=C2C(=O)C3(O)C(O)=C(C(N)=O)C(=O)[C@@H](N(C)C)[C@@H]3[C@@H](O)[C@@H]21 (some centres undefined)	10.7	25.9	-6.1	1.2	-8.6	-5.3	-0.4	7.1	-5.7	-2.4	-8.3
Nc1cc(=O)[nH]c(N)n1	-1.8	-0.8	-5.4	4.0	-11.3	-5.1	10.2	-2.2	3.3	-2.9	-4.5
CCCN(CCC)C(=O)C(CCC(=O)O)NC(=O)c1ccccc1 (centres undefined)	3.4	-28.4	4.8	-0.5	-15.2	-4.0	-2.0	-25.7	-1.7	1.8&2.4	14.4
CN(C)CCOC(=O)C(c1ccccc1)C1(O)CCCC1 (centres undefined)	-5.2	8.5	1.5	-0.9	-25.9	-4.5	-0.4	-0.7	-9.7	1.7	6.1
O=C1c2c(O)cccc2C(C2OC(CO)[C@@H](O)[C@H](O)[C@H]2O)c2cc(CO)cc(O)c21 (some centres undefined)	16.7	-26.3	-13.5	-0.6	-16.6	-11.2	3.3	-2.0	10.4	1.1	1.6
COc1cc(NC(=O)c2cc(C3CC3)on2)c(OC)cc1Cl	15.8	18.2	26.2	1.2	12.8	-8.8	-0.3	-10.4	/	3.4	1.5
COc1ccc(S(=O)(=O)Nc2nnc(CC(C)C)s2)cc1	6.1	-11.1	7.3	0.6	-17.8	-5.7	-0.4	1.0	5.0	4.6	6.2
CCC12CCCN3CCc4c(n(c5ccccc45)C(O)(C(=O)OC)C1)C32 (centres undefined)	-4.7	12.2	12.3	-1.0	-36.3	/	-0.5	7.9	/	2.1	-10.2
OCC(O)CN1CCN(c2ccccc2)CC1 (centres undefined)	14.0	-7.7	0.5	7.2	-18.7	-4.5	0.6	-3.6	10.2	4.7	-4.1

# Bioassay records as filed in PubChem.

# Only part of the results is shown; rates above refer to the full screens.
